esBAF inh: blocks esBAF chromatin remodeling in mouse ES cells; Bmi1-luciferase knock-in reporter, 24 h; 100% = twice the neutral-well signal; reporter increase, % at 12.5 µM; 350,000 tested, 2% active; AID 602393; in the data active = activation above about 40%; inconclusive = no clear call, values can overlap the other calls;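 also: 0% = median of the plate's neutral control wells and 100% = double that signal; a rise in the Bmi1 reporter signal indicates esBAF inhibition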
E-sel inducer: induces E-selectin expression in human endothelial cells; P16581; HUVEC E-selectin immunofluorescence imaging; normalized: neutral wells 0, TNF-alpha wells 100; activation, % at 7.58 µM; 260,000 tested, 0.37% active;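 active = mean E-selectin-positive cell signal at least 10% of the positive control, reached in at least 60% of replicates, without over 20% cell loss; inconclusive = no rule given, readout overlaps actives, possibly toxicity-flagged; inactive = the rest, including those meeting only one limit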;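 also: in these data hits start at about 27%; measured in HUVEC primary endothelial cells; signal is the percent of cells scored E-selectin positive by PE staining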
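Test system: HUVEC | Signal: Immunofluorescence imaging | Read-out: Percent E-selectin-positive cells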
S100A4 inh HTS: S100A4-myosin IIA interaction inhibition. P26447. S100A4/TAMRA-MyoIIA peptide fluorescence polarization. inhibition, % at 10.7 µM. 360,000 tested, 0.14% active;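 active = mean inhibition of at least 70% across replicates, with every replicate also reaching that level; inconclusive = mean inhibition reaches 70% but some replicates fall short; inactive = mean inhibition below 70%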
Target sequence (P26447 whole entry, looked up): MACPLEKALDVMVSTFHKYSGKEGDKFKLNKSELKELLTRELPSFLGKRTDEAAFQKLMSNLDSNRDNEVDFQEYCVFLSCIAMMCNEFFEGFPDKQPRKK
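Material: human S100A4 monomer with TAMRA-labelled myosin IIA peptide; buffer or medium: HEPES pH 7.2 with CaCl2, KCl, NaCl, DTT, Triton; compound dosing: one concentration per compound; schedule: 5 min incubation before reading; benchmarks: neutral control DMSO, positive control TFP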
Xi reactivation: activators of X-chromosome reactivation in mouse fibroblasts. 360,000 tested, 0.055% active. AID 743238. activation, % at 7.58 µM. XiGFP mouse fibroblasts, % GFP-positive cells imaging, 3 d; cells co-treated with 5-aza-dC sensitizer; scaled so ellipticine positive control = 100%;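 active = mean normalized replicate activation at least 10% and every replicate at or above 10%; inconclusive = only one of the two criteria met; inactive = mean below 10% and not all replicates reach 10%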;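 also: 0% = median of on-plate neutral control wells and 100% = ellipticine 6 µM median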
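Material: XiGFP fibroblasts, SV40-immortalized; Buffer or medium: DMEM containing 5-aza-dC; Compound dosing: single point; Times: 3 days compound exposure.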
ERp5 inh: blocks human ERp5 reductase activity on insulin; Q15084; ERp5 insulin aggregation, absorbance 650 nm, 90 min; inhibition, % at 9.99 µM; 350,000 tested, 0.05% active; AID 651711;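 active = mean replicate inhibition above about 25%, with every replicate also reaching it, limit read from the data, passing the limit was not always enough; inconclusive = only one of those two criteria met; inactive = neither criterion met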
ERAP1 inh: ERAP1 (human) enzyme inhibition. recombinant ERAP1, Leu-AMC fluorescence, 60 min. inhibition, % at 10.7 µM. 340,000 tested, 0.15% active. Q9NZ08;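 active = mean replicate inhibition of at least 30%, or all replicates individually reaching that 30% level; inactive = mean below 30% and not every replicate reaching it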;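 also: 0% = neutral control wells and 100% = L-leucinethiol positive control wells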
RAD54 inh: RAD54 (human) branch migration inhibition; Q92698; RAD54 Holliday junction branch migration, FAM/BHQ fluorescence; inhibition, % at 10.4 µM; 360,000 tested, 0.14% active; AID 602329;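 active = mean normalized replicate activity at least 40 and at least half of replicates scoring 40 or more; inconclusive = only one of the two criteria met; inactive = mean below 40 and under half of replicates reaching 40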;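 also: 0% = median of neutral control wells and 100% = median of positive control wells; inhibitors cause a drop in the FAM fluorescence signal; in these data hits start at about 50%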
Target sequence (Q92698 whole entry, looked up): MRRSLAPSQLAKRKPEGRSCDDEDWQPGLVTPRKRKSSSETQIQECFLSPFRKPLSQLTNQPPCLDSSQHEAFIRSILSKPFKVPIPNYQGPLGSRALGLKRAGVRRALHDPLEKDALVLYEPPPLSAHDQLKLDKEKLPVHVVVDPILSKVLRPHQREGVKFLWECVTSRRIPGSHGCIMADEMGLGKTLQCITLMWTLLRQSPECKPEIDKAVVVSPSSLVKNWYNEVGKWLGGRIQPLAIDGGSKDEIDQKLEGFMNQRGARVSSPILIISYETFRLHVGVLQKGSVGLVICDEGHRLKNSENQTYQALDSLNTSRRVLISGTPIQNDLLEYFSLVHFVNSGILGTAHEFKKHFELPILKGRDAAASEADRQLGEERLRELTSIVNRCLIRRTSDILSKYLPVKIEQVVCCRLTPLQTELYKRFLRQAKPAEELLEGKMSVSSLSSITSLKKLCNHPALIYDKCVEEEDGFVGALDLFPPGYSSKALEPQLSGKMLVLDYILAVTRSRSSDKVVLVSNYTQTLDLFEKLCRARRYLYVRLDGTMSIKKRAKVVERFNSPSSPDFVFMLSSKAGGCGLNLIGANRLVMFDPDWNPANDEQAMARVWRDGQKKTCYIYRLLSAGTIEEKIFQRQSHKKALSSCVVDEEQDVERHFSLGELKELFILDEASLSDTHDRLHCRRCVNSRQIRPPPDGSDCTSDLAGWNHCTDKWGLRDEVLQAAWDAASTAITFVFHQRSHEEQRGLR
RAD52 inh: inhibitors of human RAD52 DNA annealing. inhibition, % at 18.7 µM. recombinant RAD52 DNA annealing, FRET fluorescence. P43351. 360,000 tested, 0.46% active;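 active = every replicate showing at least 50% inhibition; inconclusive = mean inhibition at least 50% but not in every replicate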
* = called active by the depositor; ? = inconclusive; · = not tested or not shown; & = joins results of further samples.

SMILES | esBAF inh | E-sel inducer | S100A4 inh HTS | Xi reactivation | ERp5 inh | ERAP1 inh | RAD54 inh | RAD52 inh
CN1CCN(C(=O)C(Cc2ccccc2)NS(=O)(=O)c2ccc3c(c2)CCC(=O)N3)CC1 (configuration not stated) | 6 | · | 0 | 1.5 | -5 | · | 1 | -22
COc1ccc(NC(=O)c2ccc3c(c2)NC(=O)CO3)cc1OC | 9 | 2.1 | 3 | 0.0 | 1 | -2 | 21 | -19
COC(=O)C1=C(C)N(Cc2ccccc2C(F)(F)F)C(=NCc2ccccc2)NC1c1cccc(F)c1 (configuration not stated) | · | 0.5 | 16 | 0.0 | 0 | 0 | · | 1
O=C(COC(=O)C1CCN(S(=O)(=O)c2cccs2)CC1)NCc1ccccc1 | 2 | 0.3 | -2 | 0.0 | 0 | -8 | 5 | -5
O=C(Nc1ccccc1N1CCCC1)c1cccc(Cl)c1Cl | · | -5.5 | 1 | 0.0 | 4 | -2 | · | -17
C/C=C/c1ccc2c(c1)O[C@@H](CN(C)C(=O)c1cccnc1)[C@@H](C)CN([C@H](C)CO)S2(=O)=O | 2 | 1.7 | 0 | -0.7 | 3 | 3 | 0 | -2
Cc1noc(C)c1S(=O)(=O)Nc1ccc2c(c1)C(=O)N([C@@H](C)CO)C[C@H](C)[C@H](CN(C)C(=O)c1ccncc1)OCCCC[C@@H](C)O2 | 2 | -0.1 | -10 | -0.2 | -3 | -1 | -5 | 6
Cc1cccc(C)c1NC(=O)C1(C)CSCC(=O)N1CCc1ccccc1 (configuration not stated) | · | 14 | 2 | 0.0 | -2 | · | · | -8
CC(=O)c1ccc(OC(C)C)c(CN2CCCCC2)c1 | -7 | · | 1 | · | 2 | -2 | 4 | -9
Cc1ccc2c(c1)Oc1ccc(NC(=O)CCCl)cc1C(=O)N2 | -2 | · | -5 | -0.1 | 2 | -1 | 1 | 4
C[C@@H]1CN([C@@H](C)CO)C(=O)c2c(c3ccccc3n2C)-c2ccccc2CO[C@@H]1CN(C)C(=O)c1ccccc1 | -2 | -0.1 | 2 | 0.3 | -3 | -1 | 6 | 13
CN(C)c1ccc(C(=O)OCC(=O)Nc2ccc(S(N)(=O)=O)cc2)cc1 | -3 | · | -5 | · | 8 | 2 | 9 | 42
CO[C@@H]1CN(C)C(=O)c2cc(NS(C)(=O)=O)ccc2OC[C@H](C)N(C(=O)CN(C)C)C[C@H]1C | 3 | -0.1 | -29 | 0.2 | 3 | -3 | 1 | 11
COc1cccc(C(O)c2nc(-c3ccc4ccccc4c3)cs2)c1 (configuration not stated) | 18 | 0.0 | -31 | -0.1 | 0 | -2 | -4 | -23
CN(C)CC(=O)Nc1ccc2c(c1)[C@H]1C[C@@H](CC(=O)N3CCOCC3)O[C@@H](CO)[C@H]1O2 | -4 | 0.0 | · | 0.1 | · | · | -4 | ·
C[C@H]1CN([C@@H](C)CO)C(=O)Cc2cc(NS(=O)(=O)c3cn(C)cn3)ccc2O[C@H]1CN(C)S(=O)(=O)c1ccccc1 | -4 | -0.1 | 2 | -0.1 | 11 | -2 | -1 | 1
O=C(Nn1cnc2ccccc2c1=O)c1ccccc1F | 19 | · | -5 | 0.0 | 0 | 0 | -9 | -8
O=C(C[C@@H]1CC[C@H]2[C@@H](COC[C@@H](O)CN2C(=O)c2cccnc2)O1)NCc1ccc(-c2ccccc2)cc1 | -4 | 0.3 | -41 | 0.4 | 6 | 0 | 7 | -7
Cc1ccc(Nc2nc(NCCO)nc(N3CCCC3)n2)cc1 | -2 | 1.2 | -3 | 0.5 | 6 | 0 | -1 | -5
CC(=O)c1cccc(NC(=S)N2CCN(S(C)(=O)=O)CC2)c1 | 11 | 0.2 | 8 | 0.0 | -5 | 3 | 4 | -16
CN(C)CCN(Cc1ccccc1)C(c1cc2ccccc2o1)c1nnnn1C(C)(C)C (configuration not stated) | · | -0.7 | 2 | 0.2 | 3 | 1 | · | -18
C[C@@H]1CCCCO[C@H](CN(C)C(=O)Cc2ccccc2)[C@H](C)CN([C@@H](C)CO)C(=O)c2cc(NC(=O)CCCN(C)C)ccc2O1 | -4 | 0.0 | -12 | -1.3 | -1 | 0 | 0 | 9
CC(Oc1cccc(Cl)c1)C(=O)NCCCCc1ccccc1 (configuration not stated) | · | · | 10 | -0.1 | 0 | 13 | · | -22
N#C[C@H]1[C@@H](c2ccc(C#CC3CC3)cc2)[C@H](CO)N1S(=O)(=O)c1ccccc1 | -1 | 1.8 | -47 | -0.1 | 5 | -1 | 3 | -212
CN(C)C(=O)c1ccc(-c2ccc(C3[C@@H]4CN(C(=O)CN5CCOCC5)C[C@H]3N4)cc2)cc1 (some centres not stated) | · | 0.7&0.0 | 11&6 | 0.1&0.0 | 3&0 | 0&1 | · | -2&-3
Cc1ccc(S(=O)(=O)N(C)C[C@@H]2Oc3cc(C#Cc4ccncc4)ccc3S(=O)(=O)N([C@H](C)CO)C[C@H]2C)cc1 | 3 | 0.2 | -89 | -0.1 | 4 | -2 | 6 | -57
Cc1cc(C(=O)OCC(=O)NC(=O)c2cccn2C)c2ccccc2n1 | 8 | ? | -5 | -0.1 | 0 | · | · | -12
CO[C@H]1CN(C)C(=O)c2ccc(NS(=O)(=O)c3ccccc3C)cc2OC[C@H](C)NC[C@H]1C | 1 | -0.3 | 2 | 0.0 | 3 | -1 | 5 | 2
CC[C@]12c3[nH]c4cc(CCC(=O)N(C)C)ccc4c3CCN1C(=O)[C@@H](CC(=O)NCCCN(C)C)C[C@@H]2C(=O)N1CCN(C(=O)c2ccco2)CC1 | 1 | 0.2 | 13 | 0.2 | 4 | -5 | 5 | -10
COc1cccc(-c2ncn(CCc3ccccc3OC)c2CC(C)C)c1 | · | 0.1 | -1 | 0.1 | 2 | 2 | · | -7
O=C(Cn1cc2c(n1)CCCCC2)NC1CCCCCC1 | 47* | -0.2 | -6 | 0.3 | -2 | 2 | -1 | -3
CN=C(Nc1cc(C)nn1-c1ccccc1)c1ccc(F)cc1 | -6 | · | -2 | · | 10 | -1 | 2 | -7
COc1ccc(CCNC(=O)C(=O)NCC2OCCN2S(=O)(=O)c2ccc(Br)cc2)cc1OC (configuration not stated) | -3 | 0.9 | 2 | 0.4 | 2 | -4 | 11 | 0
Cc1ccc(S(=O)(=O)Nc2cccc3c2O[C@@H](CN(C)Cc2ccncc2)[C@@H](C)CN([C@@H](C)CO)C3=O)cc1 | -2 | 0.0 | 6 | -0.6 | 1 | 5 | -14 | -6
NC(=O)C1(Nc2ccc(Br)cc2)CCCC1 | · | 12 | -1 | 0.1 | 6 | -1 | 2 | -13
CC(C)CN(c1ccccc1)S(=O)(=O)c1nnc(NC(=O)c2ccco2)s1 | · | · | 22 | 0.0 | 0 | -4 | · | -41
Cc1cn(CC(=O)NCCCN2CCCC2=O)c(=O)[nH]c1=O | -2 | 0.1 | 2 | -0.3 | 0 | 1 | -4 | -2
C[C@H](CO)N1C[C@H](C)[C@H](CN(C)C(=O)c2ccccc2F)Oc2ncc(-c3ccc(F)cc3)cc2C1=O | -2 | -0.2 | -4 | -0.6 | -2 | 0 | 8 | 15
COc1ccc(OC)c(NC(=O)CSc2nc(=O)n(CCN3CCOCC3)c3c2CCCC3)c1 | 9 | 0.0 | 4 | 1.0 | 2 | -2 | 2 | -1
C[C@H]1CN([C@@H](C)CO)C(=O)c2cc(NS(=O)(=O)c3ccc(F)cc3)ccc2O[C@@H]1CN(C)C(=O)Nc1cccc2ccccc12 | -1 | -0.3 | -30 | 0.2 | -4 | 3 | -6 | -6

Some of the entries so far, as tab-separated lines:
compound	esBAF inh	E-sel inducer	S100A4 inh HTS	Xi reactivation	ERp5 inh	ERAP1 inh	RAD54 inh	RAD52 inh
Cc1cccc(C)c1NC(=O)C1(C)CSCC(=O)N1CCc1ccccc1 (configuration not stated)	·	14	2	0.0	-2	·	·	-8
CC(=O)c1ccc(OC(C)C)c(CN2CCCCC2)c1	-7	·	1	·	2	-2	4	-9
Cc1ccc2c(c1)Oc1ccc(NC(=O)CCCl)cc1C(=O)N2	-2	·	-5	-0.1	2	-1	1	4

(further entries)
SMILES | esBAF inh | E-sel inducer | S100A4 inh HTS | Xi reactivation | ERp5 inh | ERAP1 inh | RAD54 inh | RAD52 inh
O=C(Nc1nnc([C@@H]2C[C@H](O)[C@@H](CO)O2)s1)c1cccc(Oc2ccccc2)c1 | 7 | 0.4 | 0 | 0.1 | 3 | -4 | 0 | -5
COc1ccc(OC)c(C(C)NC(=S)Nc2ccc(S(=O)(=O)Nc3ncccn3)cc2)c1 (configuration not stated) | -5 | -0.1 | -2 | -0.2 | 3 | -4 | 2 | -9
NS(=O)(=O)c1ccc(N=Cc2c(O)n(-c3nccs3)c(=O)c3ccccc23)cc1 | -2 | 2.1 | -16 | 1.0 | 1 | 5 | 10 | -63
C[C@H](CO)N1C[C@H](C)[C@H](CN(C)S(=O)(=O)c2cccs2)OCCCC[C@H](C)Oc2ccc(NC(=O)C3CCCCC3)cc2C1=O | 7 | 1.1 | -13 | -0.3 | -12 | 1 | -3 | -33
Cc1ccc(OCC(=O)Nc2cccc3ccccc23)c([N+](=O)[O-])n1 | -29 | 0.1 | -7 | 0.0 | -1 | 2 | 5 | -57
C/C(N)=C(/C#N)C(=O)CSc1nc(-c2ccccc2)c(-c2ccccc2)o1 | -3 | · | -12 | 0.0 | 4 | -1 | 4 | -85
Cc1ccc2c(CC(=O)Nc3ccc4nc(N5CCOCC5)sc4c3)coc2c1 | 6 | 0.5 | -7 | 0.0 | -7 | 4 | -2 | -12
O=C(C1CCCN(Cc2ccccc2F)C1)N1CCc2ccccc2C1 (configuration not stated) | · | 1.1 | -6 | 0.0 | 2 | 6 | -3 | -2
CCCNC(=O)N1CC2(CCN(S(=O)(=O)c3ccccc3)CC2)c2c(n(C)c3cc(OC)ccc23)[C@H]1CO | · | 0.9 | 0 | 0.0 | -1 | -2 | · | 16
C=CCNc1nc(C(=O)OC(C)C(=O)c2ccc(C)cc2)cs1 (configuration not stated) | 57* | · | -3 | 1.6 | -1 | 1 | -6 | -14
Cc1nc(CSc2n[nH]c(=O)n2-c2cccc(F)c2)cs1 | 4 | 0.5 | 0 | 0.0 | 0 | 2 | -4 | -8
C=CCOC(=O)C1=C[C@@H](c2ccc(C(F)(F)F)cc2)[C@H](CCCO)[C@@H](OCC)O1 | 5 | 0.5 | -12&2 | 0.0 | 1&10 | 10&4 | -4&-11 | 0&5
Cc1cc(-c2nnc(SCC(=O)Nc3cccc(Cl)c3)n2N)n[nH]1 | -5 | · | -32 | 0.2 | · | -4 | -4 | -25
C=C1CCc2c([nH]c3ccc(OCC(C)C)cc23)C1=O | -3 | 0.5 | -1 | 0.0 | 2 | -2 | 2 | -15
O=C(COc1ccc(S(=O)(=O)N2CCOCC2)cc1)NCc1ccccn1 | -4 | 4.3 | -5 | 0.0 | 10 | -2 | 6 | -9
CCOC(=O)c1[nH]c2ccc(F)cc2c1NC(=O)c1ccccc1C(=O)O | 54* | -0.1 | -2 | 0.2 | -6 | 1 | -9 | -21
CCc1c(C)nc2ncnn2c1NCCc1ccc(OC)c(OC)c1 | 15 | · | -4 | · | 2 | 2 | 4 | -1

Screens: PubChem BioAssay, Broad Institute
